# Assay outcomes from PubChem BioAssay.
# FN deposit inh: inhibitors of fibronectin matrix deposition, primary screen, AH1F cells, Alexa488-fibronectin fluorescence, plate reader; 350,000 compounds, 0.086% hits; inhibition, % at 12.6 µM; AH1F fibroblasts, overnight; AID 743247, 2014;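 active = mean inhibition across replicates of 30% or more, regardless of how many single replicates reach that level; inconclusive = mean under 30% yet at least half of replicates reach 30%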;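 note: positive control wells lacked labelled fibronectin entirely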
#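 Assay system: AH1F fibroblast monolayer, labelled fibronectin deposition. Amount: 10000 cells per well. Also added: labelled fibronectin 24 nM. Compound: single-point pinned compound. Incubation: cell attachment 1 h, compound and FN exposure overnight. Detection: fluorescence after three HBSS washes, excitation 485 nm, emission 525 nm. Read-out: inhibition of fibronectin deposition signal.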
# miR-122 sensor: miR-122 Renilla sensor signal increase in Huh7, primary screen, miR-122 inhibitor project, cell-based, single point, plate reader | Huh7 miR-122 Renilla luciferase sensor, 48 h; neutral wells = 0, positive control = 100 | activation (reporter increase), % at 12.5 µM | 340,000 compounds, 0.3% hits | AID 602342, 2012;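 active = mean replicate activation score at least 90 and every replicate individually at or above 90; inconclusive = only one of the two criteria met; inactive = neither criterion met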;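 note: higher luciferase means less miR-122 activity so hits act as miR-122 inhibitors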
# C2C12 statin: suppressors of statin myotoxicity in C2C12 myotubes, primary screen, cell-based, single point, plate reader. C2C12 myotubes + simvastatin, ATP luminescence, 48 h; scaled: DMSO 0, geranylgeraniol control 100. rescue of ATP level, % at 7.49 µM. 330,000 compounds, 0.78% hits. AID 602340, 2012;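 active = mean ATP rescue above about 67%, or every replicate alone reaching that limit, limit read from the data, passing the limit was not always enough; inconclusive = no clear call, values can overlap the other calls; inactive = mean under the limit and some replicate under it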;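 note: myotubes were challenged with 10 µM simvastatin during compound exposure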
# PGC1a acetyl inh: inhibitors of PGC1a acetylation signal, primary screen, cell-based, U2OS, AlphaScreen, inhibitor mode; 350,000 compounds, 0.17% hits; AlphaScreen anti-acetyl-lysine; with virally co-expressed GCN5 acetyltransferase; inhibition, % at 15.6 µM;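 active = every replicate shows inhibition of at least 40%; inconclusive = mean inhibition at least 40% but some replicate below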;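 note: 0% = neutral control wells and 100% = positive control wells; some results beyond the cut were filed as inactive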
# Cneo AK release: Cryptococcus neoformans cell lysis inducers, primary screen, AK release luminescence, single concentration. C. neoformans lysis, adenylate kinase release luminescence, 4 h; normalised: neutral wells 0, clomiphene wells 100. AID 651654, 2012. 360,000 compounds, 0.2% hits. lysis activity, % at 15 µM;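 active = mean lysis activity across replicates of at least 80%, whatever share of replicates individually reach that level; inactive = mean lysis activity below 80%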
#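 Schedule: static 4 h at 37 °C with compound, 1 h detection; system: C. neoformans cells; benchmarks: Clomiphene as positive control; buffer or medium: fresh YPD medium; measure: luminescence rise reflecting yeast cell lysis; measured by: luminescent adenylate kinase detection reagent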
# F508del corr: F508del CFTR correction, initial screen, CFBE line, single point; CFBE cells, YFP halide quenching; stimulated with forskolin plus potentiator P3; % fluorescence drop versus neutral controls; activity (quench increase), % at 7.58 µM; 350,000 compounds, 0.36% hits;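 active = mean added fluorescence quench of at least 8% versus neutral control, with both replicates also reaching 8%; inconclusive = only one of the mean or replicate conditions met; inactive = mean below 8% and not both replicates reaching 8%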;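 note: cells transiently co-express mutant CFTR-F508del with the halide-sensitive YFP; corrector assay measuring rescue of mutant channel to the surface after 24 h compound exposure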
# GSIS activator: GLuc luminescence reporter in INS-1E cells, primary screen for activators of glucose-dependent secretion of insulin; INS-1E GLuc reporter insulin secretion, 2-3 h; activation, % at 16.6 µM; 370,000 compounds, 0.61% hits; AID 743287, 2014;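 active = lowest replicate activation of at least 40%, so every replicate reaches that level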;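 note: 0% = median of neutral control wells and 100% = median of IBMX positive control wells; some compounds called inactive have numbers as strong as hits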
# PglD inh: C. jejuni PglD acetyltransferase inhibitors, primary screen, biochemical, DTNB colorimetric, single point; AID 602405, 2012; purified PglD enzyme, DTNB colorimetric CoA detection; 360,000 compounds, 0.098% hits; UDP-N-acetylbacillosamine N-acetyltransferase PglD (Campylobacter jejuni); inhibition, % at 12.5 µM; in the data active = inhibition above about 16%, passing the limit was not always enough; inconclusive = no clear call, values can overlap the other calls; note: strong numbers were not always called active
# * hit, by the source's call; u = inconclusive; x = no result given; & = joins results of further samples; [ ] = another dose, or the depositor's remark.
SMILES,FN deposit inh,miR-122 sensor,C2C12 statin,PGC1a acetyl inh,Cneo AK release,F508del corr,GSIS activator,PglD inh
CC1CCCC(C)N1C(=O)COC(=O)CNC(=O)c1ccccc1 (stereo not drawn),1.0,-4.2,-0.4,10.0,0.6,-1.9,1.6,-1.5
CCCCCC[n+]1c(-c2ccc(Cl)cc2Cl)csc1Nc1ccccc1,-0.8,-4.7,3.1,3.2,-0.6,x,9.3,-16.4
COc1ccc(S(=O)(=O)NCc2ccccn2)cc1Cl,x,22.9,30.1,4.5,0.3,x,x,1.0
COc1ccccc1C#Cc1cnc2c(c1)C(=O)N([C@@H](C)CO)C[C@@H](C)[C@H](CN(C)C(=O)c1ccc3c(c1)OCO3)O2,-1.2,-10.2[16.7 µM],17.4,16.4,-4.3,-0.2,-20.0,9.5
COCCN1CCN(C(=O)C2CCC(=O)N(Cc3ccc(Cl)cc3)C2)CC1 (stereo not drawn),-1.3,-3.6,-12.9,-8.3,-3.7,-0.3,8.8,-2.5
Brc1ccc2nc(-c3ccco3)c(Cc3ccccc3)n2c1,2.0,2.0,0.1,4.9,5.2,-0.2,x,0.1
CN(C)CCN(Cc1ccccc1)c1ccccn1,-8.2&1.9,-3.5,9.8,-13.1,0.7,-0.8,x,7.9
CC(=O)Nc1ccc(Nc2ccccc2)cc1,5.5,-12.6,-7.1,10.2,-0.1,1.2,-13.4,7.9
O=C(N[C@@H]1CC[C@H](CCNS(=O)(=O)c2ccc(F)cc2)O[C@@H]1CO)C1CC1,-3.1,x,-1.9,0.3,-1.1,0.9,5.3,-1.2
COc1ccccc1C1CC(c2ccc(Cl)cc2)Nc2ncnn21 (stereo not drawn),x,0.3,-5.3,-10.2,-1.0,x,x,13.2
C=CCNC(=O)C1CC2Cn3c(nc4cc5ccccc5cc43)C2N1C (stereo not drawn),-3.9,-7.8,7.4,x,-0.2,-1.5,-13.7,-4.4
CCc1cc2cc3c(cc2nc1SCC(=O)Nc1nccs1)OCO3,-2.3,-3.2,4.7,2.5,-0.4,x,12.4,2.4
C[C@H](CO)N1C[C@H](C)[C@H](CN(C)C(=O)Cc2ccncc2)Oc2cc(C3=CCCC3)ccc2S1(=O)=O,-3.2,-8.6[16.7 µM],-22.4,-2.8,0.5,-0.9,34.3,-0.1
CCCCOC(=O)Cn1c(=N)n(CCC)c2ccccc21,x,1.4,2.4,-2.0,1.0,x,x,-1.7
Cc1onc(-c2ccccc2)c1C(=O)OCC(=O)Nc1ccc2c(c1)OCO2,3.3,0.8,101.8*,0.6,-0.1,x,x,-2.8
CNC(=O)C[C@H]1CC[C@@H]2[C@H](COC[C@@H](O)CN2Cc2ccc(Cl)c(Cl)c2)O1,14.0,5.4[16.7 µM],10.1,-0.4,-0.6,-1.9,3.3,1.7
Cc1c(C(=O)Nc2cccnc2)oc2ccc(Br)cc12,2.8,-5.0,-38.7,-12.5,-2.1,0.7,8.0,0.6
CCc1ccc(CN(C)Cc2nc(-c3cccc(Cl)c3)no2)nc1,2.9,-2.8,-15.4,6.7,5.5,0.4,-13.2,-3.8
CC(=O)NC(Cc1ccc(F)cc1)C(=O)NC1CCN(c2nnnn2-c2ccccc2)CC1 (stereo not drawn),5.0,2.3,1.5,-12.7,-0.8,x,x,0.4
Cc1ccc(C2(C)NC(=O)N(CC(=O)Nc3ccc(S(=O)(=O)Nc4nccs4)cc3)C2=O)cc1 (stereo not drawn),-2.2,-8.6,0.3,0.0,-0.8,2.8,5.2,-5.0
CC(O)CNc1nc2c(c(=O)n(C)c(=O)n2C)n1C/C=C/c1ccccc1 (stereo not drawn),x,1.7,0.7,x,x,-2.2,-3.3,x
Nc1ccc(-c2nnn(Cc3ccccc3F)n2)cc1,-8.3,10.1,-3.3,6.0,-1.1,0.5,-6.6,3.3
Cc1ccc(NC(=O)C2C3C=CC4(CN(Cc5cccnc5)C(=O)C24)O3)cc1 (stereo not drawn),-4.9,2.5,7.1,-3.6,-1.6,0.2,-9.1,-0.9
CC(=O)Nc1ccc2c(c1)C(=O)N(C)[C@H]1CC[C@H](CC(=O)NCC3CCCCC3)O[C@H]1CO2,-4.0,33.3[16.7 µM],-15.2,-2.0,2.3,-2.7,-8.3,-1.3
Cc1nc(SCC(=O)N2c3ccccc3NC(=O)CC2C)c2c(C)c(C)sc2n1 (stereo not drawn),2.1,-1.0,-7.0,3.2,1.6,-0.5,14.1,-2.3
SMILES,FN deposit inh,miR-122 sensor,C2C12 statin,PGC1a acetyl inh,Cneo AK release,F508del corr,GSIS activator,PglD inh
C[C@@H]1CN([C@H](C)CO)C(=O)c2cc(NS(=O)(=O)c3ccccc3)ccc2O[C@@H](C)CCCCO[C@@H]1CN(C)CC1CCCCC1,x,-4.4[16.7 µM],-166.4,-22.6,1.5,3.4,-8.2,5.1
COc1ccc(S(=O)(=O)Nc2ccc3c(c2)C(=O)N([C@H](C)CO)C[C@@H](C)[C@@H](CN(C)C(=O)c2ccncc2)OCCCC[C@@H](C)O3)cc1,x,-3.2[16.7 µM],x,7.1,-2.3,-1.0,-10.5,0.9
COc1ccc(S(=O)(=O)N(C)C[C@@H]2Oc3ccc(NS(=O)(=O)c4cn(C)cn4)cc3C(=O)N([C@@H](C)CO)C[C@@H]2C)cc1,-0.1,-1.4[16.7 µM],-2.3,1.2,5.7,0.8&1.3,2.3&8.1,-1.3
CCOCCn1c(N2CCN(c3ccccc3)CC2)nc2c1c(=O)[nH]c(=O)n2C,20.3,x,x,8.4,x,-0.5,-5.0,x
NC12NC(=O)C3(O)C4C5CC(C6C5C3C61)C42 (stereo not drawn),3.1,x,x,8.9,x,1.9,0.4,x
COc1ccc(-n2nnnc2-c2cnc3cc4c(cc3c2C)OCO4)cc1,-2.2,-9.7,-2.8,1.5,-6.1,x,x,-2.9
CCCn1c(-c2ccc(OC)cc2)nc2nc3ccccc3nc21,-16.5,1.6,-2.8,1.2,-2.1,x,-7.8,8.6
CC(=O)Nc1cccc(-c2ccnc3c2CC(C(=O)Nc2cccc(N(C)C)c2)O3)c1 (stereo not drawn),1.5,11.4,2.3,6.7,2.3,1.3,x,3.3
COc1ccc(CN(C)C[C@H]2Oc3ccc(NS(C)(=O)=O)cc3C(=O)N([C@H](C)CO)C[C@@H]2C)cc1,x,1.0[16.7 µM],-5.1,2.6,0.8,-0.1,4.8,6.4
C[C@H](CO)N1C[C@H](C)[C@@H](CN(C)Cc2ccncc2)Oc2c(NC(=O)Nc3ccc4c(c3)OCO4)cccc2C1=O,x,11.8[16.7 µM],2.5,4.9,-2.3,-0.2,-3.3,2.0
OCC[C@@H]1C[C@H](O)[C@@H](O)[C@]2(OCCc3ccccc32)O1,-11.8,-4.4,-0.7,-9.0,-2.3,-2.2,-8.4,-4.9
CCn1c(=O)c(C(=O)Nc2ccccc2F)c(O)c2ccccc21,4.1,3.0,5.6,-2.0,-0.2,4.1,4.7,-2.7
COc1ccccc1N=Cc1c(C)c(C#N)c2[nH]c3ccccc3n2c1=O,2.5,-6.4,-3.1,-0.7,-1.2,-2.2,8.4,-4.0
COc1ccc2c(c1)CC(C1(O)C(=O)Nc3ccccc31)C2=O (stereo not drawn),0.5,-1.9,20.9,4.8,-1.1,x,x,-1.6
COCC(=O)N1C[C@@H](C)[C@H](OC)CN(C)C(=O)c2cc(NC(=O)C3CCC3)ccc2OC[C@H]1C,3.1,x,5.7,-1.6,-4.7,0.8,3.4,-2.5
COc1ccc(-c2csc(NC(=O)c3cc(-c4cccs4)nc4ccccc34)n2)c(OC)c1,-11.1,-17.7,-0.9,-8.2,-0.8,x,8.9,-5.7
N#Cc1cnc(Nc2nc3ccccc3o2)nc1-c1ccccc1,x,7.2,-20.7,-27.7,-0.2,x,x,-1.5
CC(=O)c1c(COC(=O)c2cccnc2)nc2ccccc2[n+]1[O-],x,0.7,4.0,10.5,-1.6,x,x,0.1
COc1ccc(S(=O)(=O)Nc2ccc3c(c2)C(=O)N([C@@H](C)CO)C[C@H](C)[C@H](CN(C)Cc2ccc(Oc4ccccc4)cc2)O3)cc1,x,-9.3[16.7 µM],33.1,4.0,-0.8,4.4,-3.0,-2.1
C[C@H]1CN([C@@H](C)CO)C(=O)c2cccc(NS(=O)(=O)c3ccccc3)c2O[C@@H]1CN(C)Cc1ccc(Cl)c(Cl)c1,x,18.7[16.7 µM],7.6,-15.9,-1.4,-0.1,-23.6,-0.2
O=C(Nc1ccccn1)NC12CC3CC(CC(C3)C1)C2,x,2.5,-1.1,-9.2,0.8,x,x,2.7
C=C(C)C(=O)N1CC2(CC(c3cccc(NC(=O)COc4ccc(Cl)cc4)c3)=NO2)C[C@@H]1C(N)=O (stereo partly drawn),24.2,-0.5,4.3,-7.9,-10.7,-0.1,x,-4.4
CCOc1ccc(C(=O)Cc2cc3cccc(OC)c3oc2=O)cc1,10.7,x,0.9,-1.4,0.5,0.2,7.7,-5.3
CC(C)NC(=O)Nc1cccc2c1O[C@@H](CN(C)Cc1ccc(C(F)(F)F)cc1)[C@H](C)CN([C@H](C)CO)C2=O,x,u,5.1,-12.2,-2.1,0.5,-22.8,9.5
CCOc1ccccc1CN1CCNC(=O)C1CC(=O)NC1CCCCCCC1 (stereo not drawn),-2.3,6.8,-12.1,x,-0.8,-6.4,-1.1,-4.6
O=C(N/C(=C\c1ccc(Br)cc1)C(=O)N1CCCC1)c1cccs1,0.0,x,x,6.9,x,-1.3,-22.2,x
COC(=O)CSC(C(=O)Nc1ccc(C)c(C)c1)c1ccccc1 (stereo not drawn),-2.9,-0.7,4.7,1.6,0.7,x,x,0.4
Brc1ccc(-c2nn3c(Cc4ccccc4)nnc3s2)o1,x,4.2,71.8*,-38.6,-1.7,x,x,3.0

# Three structures out of the list, arranged by heavy-atom count, smallest number first.
SMILES,FN deposit inh,miR-122 sensor,C2C12 statin,PGC1a acetyl inh,Cneo AK release,F508del corr,GSIS activator,PglD inh
C[C@H](CO)N1C[C@H](C)[C@@H](CN(C)Cc2ccncc2)Oc2c(NC(=O)Nc3ccc4c(c3)OCO4)cccc2C1=O,x,11.8[16.7 µM],2.5,4.9,-2.3,-0.2,-3.3,2.0
COc1ccc(S(=O)(=O)N(C)C[C@@H]2Oc3ccc(NS(=O)(=O)c4cn(C)cn4)cc3C(=O)N([C@@H](C)CO)C[C@@H]2C)cc1,-0.1,-1.4[16.7 µM],-2.3,1.2,5.7,0.8&1.3,2.3&8.1,-1.3
C[C@@H]1CN([C@H](C)CO)C(=O)c2cc(NS(=O)(=O)c3ccccc3)ccc2O[C@@H](C)CCCCO[C@@H]1CN(C)CC1CCCCC1,x,-4.4[16.7 µM],-166.4,-22.6,1.5,3.4,-8.2,5.1

# Rows are unselected; about 2.1% have a hit in one of these screens.
